# Screening data (PubChem)
# KCNH2 WT inh: KCNH2 (human, wildtype) channel inhibition; Q12809; U2OS, BacMam KCNH2, thallium flux FluxOr; stronger effect = lower value; activity change, % at 1.84 µM; actives 0.37% (n = 340,000);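 active = maximum activity change below -70%; inconclusive = maximum activity change between -70% and -50%; inactive = maximum activity change above -50%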; note: % is set by controls: 0 for no effect and ±100 for the full control effect
# Target sequence (Q12809 whole entry, looked up): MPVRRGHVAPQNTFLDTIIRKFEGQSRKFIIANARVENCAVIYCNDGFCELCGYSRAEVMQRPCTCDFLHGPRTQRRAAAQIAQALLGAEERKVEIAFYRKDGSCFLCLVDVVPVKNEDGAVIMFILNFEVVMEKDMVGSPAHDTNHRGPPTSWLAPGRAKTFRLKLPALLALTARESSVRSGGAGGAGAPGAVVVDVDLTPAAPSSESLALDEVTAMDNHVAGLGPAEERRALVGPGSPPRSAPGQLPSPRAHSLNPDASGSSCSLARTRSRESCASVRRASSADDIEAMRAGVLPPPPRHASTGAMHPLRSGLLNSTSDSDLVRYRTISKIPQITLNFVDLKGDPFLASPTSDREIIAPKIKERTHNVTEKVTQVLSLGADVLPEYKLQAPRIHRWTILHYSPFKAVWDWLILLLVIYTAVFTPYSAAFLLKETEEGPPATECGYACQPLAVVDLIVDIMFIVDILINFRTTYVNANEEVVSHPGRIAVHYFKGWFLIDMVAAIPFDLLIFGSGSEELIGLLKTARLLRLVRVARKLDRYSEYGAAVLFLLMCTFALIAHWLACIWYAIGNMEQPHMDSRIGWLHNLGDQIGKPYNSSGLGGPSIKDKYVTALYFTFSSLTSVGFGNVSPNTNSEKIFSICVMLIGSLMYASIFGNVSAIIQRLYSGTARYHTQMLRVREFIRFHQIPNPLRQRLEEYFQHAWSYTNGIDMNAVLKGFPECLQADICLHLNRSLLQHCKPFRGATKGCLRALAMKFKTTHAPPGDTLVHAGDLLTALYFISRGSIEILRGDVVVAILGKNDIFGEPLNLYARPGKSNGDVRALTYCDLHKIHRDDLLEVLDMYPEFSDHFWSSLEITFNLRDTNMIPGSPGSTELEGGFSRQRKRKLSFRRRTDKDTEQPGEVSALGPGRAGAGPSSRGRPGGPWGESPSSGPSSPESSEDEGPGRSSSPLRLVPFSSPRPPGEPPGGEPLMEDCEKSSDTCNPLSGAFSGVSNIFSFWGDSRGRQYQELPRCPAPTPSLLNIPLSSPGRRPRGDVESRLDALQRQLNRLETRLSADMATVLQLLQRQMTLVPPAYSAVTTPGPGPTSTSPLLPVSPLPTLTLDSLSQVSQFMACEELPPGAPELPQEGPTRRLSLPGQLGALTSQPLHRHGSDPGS
#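 U2OS cells transduced with wild-type KCNH2 virus are loaded with FluxOr dye for 45 min, and thallium flux is measured in kinetic reads before and after stimulation buffer. Rate constants are normalized to DMSO controls.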
# TCR activator: activates T cell receptor signaling. primary human leukocytes, anti-CD3, IL-2 HTRF, 48 h. Potency, µM (titrated, usually from 9.22 µM), for the others: at the top dose activation of IL-2 secretion, most hits filed as activators. 330,000 tested, under 10 active. AID 504894; active = well fitted activation curve with a large enough effect; inconclusive = small, poorly fitted or top-dose-only effect, or another doubt; inactive = no such curve, though single readings can be large or run the other way; note: % of control where 0% means no effect
#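 Human primary leukocytes + a-CD3 beads + cpd, 48 hr; IL-2 in supernatant by HTRF (ex 320nm / em 665nm). No co-stimulatory signal supplied.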
# Giardia killer: kills Giardia lamblia; actives 0.15% (n = 340,000); activity change, % at 7.66 µM, hits read low; Giardia lamblia trophozoite viability; AID 540267; in the data active = activity change below about -80%; inconclusive = between about -30% and that limit;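 note: parasites exposed to compound for two days anaerobically before the ATP read; % is set by controls: 0 for no effect and ±100 for the full control effect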
#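 Each well holds 100 Giardia trophozoites and compound. After two days (48 hrs) at 37 deg C in anaerobic conditions, ATP is quantified by luminescence.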
# An asterisk follows results filed as active; ? = inconclusive; [ ] = another dose, or the depositor's remark.
No.	smiles	KCNH2 WT inh	TCR activator	Giardia killer
1	COc1cc(/C=N/NC(=O)c2cc(-c3cccc(OC(C)C)c3)nc3ccccc23)ccc1O	-6	-1%	-12
2	COc1ccc(Cc2nc3ccc(C(=O)NCCSC)cc3o2)cc1	3	-4%	-11
3	N#CCCN(C(=O)Nc1ccccc1)C1CCCCC1	-2	-4%	10
4	CC(C)(C)S(=O)N1Cc2cc(CO)cc(-c3ccccc3)c2[C@@H]1CCO (stereo not given in full)	-5	3%	19
5	C=CCn1c(SCC(=O)Nc2ccc(O)cc2)nc2sc(C)c(C)c2c1=O	-2	-1%	10
6	CN(C(=O)CSc1ncccn1)C1CCS(=O)(=O)C1 (stereo not given)	12	-3%	-12
7	CCCC(=O)OCC1CN(Cc2ccco2)S(=O)(=O)c2c(F)cccc2O1 (stereo not given)	2	1%	-9
8	Cc1ccc(-n2cnc3c(=O)[nH]cnc32)cc1	-1	4%	?
9	Cn1c(N)c(C(=O)Nc2ccccc2)c(=O)[nH]c1=O	-26	-1%	-17
10	COc1cccc(C2c3c(oc4ccccc4c3=O)C(=O)N2CCCN2CCOCC2)c1OC (stereo not given)	-4	4%	3
11	CC1C(=O)c2ccccc2CC1C(=O)O (stereo not given)	-4	-2%	-1
12	CCOC(=O)/C=C/c1ccc(C(F)(F)F)cc1S(=O)(=O)NC(C)(C)C	-4	0%	11
13	O=c1[nH]c2nc(Cl)nc(Cl)c2[nH]1	1	-1%	-8
14	COc1ccc(NS(=O)(=O)c2cccc(C(=O)N3CCN(S(=O)(=O)c4ccccc4)CC3)c2)cc1	-5	-9%	-15
15	Cc1cccc(C(=O)NCC(=O)NC2CCN(Cc3ccccc3)CC2)c1	35	0%	-9
16	CN(CC(=O)NCC(=O)Nc1ccc(F)cc1)CC(=O)Nc1ccc(Cl)c(C(F)(F)F)c1	-5	1%	0
17	CN1C=CC(=O)[C@@H](O)[C@H]1c1ccccc1Br	-4	6%	-27
18	Cc1ccc2ccc(C3C(=O)c4ccccc4C3=O)nc2c1	-3	-1%	-18
19	CCN(CC(=O)Nc1ccc(NC(C)=O)cc1)C(=O)c1cc(-c2ccccc2Cl)nc2ccccc12	-6	7%	18
20	CCOc1ccc(NC(=O)CN(C)C(=O)c2cc([N+](=O)[O-])ccc2Sc2ccccc2)cc1OCC	-1	2%	-4

# Continuation:
No.	smiles	KCNH2 WT inh	TCR activator	Giardia killer
21	CC(C)(C)OC(=O)N(CCc1ccccc1)Cc1ccccc1OCc1cccc(NC(=O)/C=C/c2ccccc2)c1	-6	-2%	-13
22	Cc1ccc(N2CCN(C(=O)C3CCN(S(=O)(=O)c4cccc5nsnc45)CC3)CC2C)cc1 (stereo not given)	0	8%	-4
23	COc1ccccc1C(=O)NCCC(=O)N1CCCC(C(F)(F)F)C1 (stereo not given)	-6	-3%	-4
24	C[N+](C)(C)C[C@H](O)CC(=O)O	6	7%	-10
25	c1ccc(CNCCCNCCCCNCCCNCc2ccccc2)cc1	16	3%	-13
26	CC(=O)N1CCN(C(=O)CCNC(=O)c2ccc(Br)cc2)CC1	-4	-4%	42[activator]
27	c1ccc(CCNc2ccc3c(c2)Cc2ccccc2-3)nc1	5	3%	-8
28	Cc1ccccc1NC(=O)c1cccc(NC(=O)c2c(C(=O)O)cccc2[N+](=O)[O-])c1	-4	4%	2
29	O=C(NCc1nc2ccccc2[nH]1)C1=C[C@H](c2ccc(C(F)(F)F)cc2)C[C@H](OCCCCO)O1	1	6%	2
30	CCOC(=O)/C=C1/SCC(=O)N1CC(=O)NC12CC3CC(CC(C3)C1)C2	0	1%	-1
31	CCOc1nc(-c2ccccc2)ccc1-c1noc(-c2cccnc2)n1	-3	-9%	16
32	COc1ccc(C(=O)Nc2cccc3c2CCCC3)c(OC)c1	-7	0%	-9
33	CC#CCN1c2ccccc2[C@]23C[C@@H](C(=O)OC)N(C(=O)NCCBr)C2=NC(C(=O)OC)=C(C(=O)OC)[C@H]13	1	-3%	-4
34	CCCn1c(CCNc2nc(-c3cccc(Br)c3)cs2)nc2ccccc21	1	2%	-10
35	O=P(OCC1CCCO1)(OCC1CCCO1)OCC1CCCO1 (stereo not given)	-12	-10%	-22
36	CCOc1ccc2ncc(S(=O)(=O)c3ccccc3)c(N3CCN(c4ccccc4)CC3)c2c1	4	-1%	12
37	Brc1ccc2ncc3ccccc3c2c1	-7	3%	-8
38	O=[N+]([O-])c1cc([N+](=O)[O-])c(Oc2cccc3c2CCCC3)cc1NN1CCCCC1	-7	1%	-2
39	CC(=O)c1ccc(S(=O)(=O)N2CCN(C(=O)c3cccc(S(=O)(=O)N4CC(C)OC(C)C4)c3)CC2)cc1 (stereo not given)	0	1%	-9
40	Cc1ccc(CNC(=O)c2cc3ccccc3oc2=O)cc1	-2	4%	-15

# Carrying on.
item | Molecule | KCNH2 WT inh | TCR activator | Giardia killer
41 | Cc1cc(N=Nc2ccccc2)cc(C)c1NC(=O)C(F)(F)F | -22 | -17% | 30
42 | CSCCC(NC(=O)c1ccccc1Br)C(=O)NNC(=O)C1COc2ccccc2O1 (stereo not given) | 3 | -23% | -13
43 | COc1ccc(NC(=O)N(O)C2(C#N)CCCCC2)cc1 | 1 | -1% | -10
44 | COc1ccc(-c2cc(C(=O)N(C)Cc3ccc(OC)c(OC)c3OC)c3ccccc3n2)cc1OC | -27 | -1% | -14
45 | O=C(NN=Cc1cc(=O)[nH]c(=O)[nH]1)c1ccncc1 | 10 | -3% | 1
46 | CCCC(=O)NC(Nc1ccc(S(=O)(=O)Nc2cc(C)on2)cc1)(C(F)(F)F)C(F)(F)F | -2 | 1% | 5
47 | Cc1cc(C)c(NC(=O)CCN2CCN(Cc3ccccc3)CC2)c(C)c1 | 1 | 8% | -4
48 | COc1cc(C(=O)NCc2ccccc2Cl)ccc1OCC(=O)N1CCOCC1 | -2 | 2% | -12
49 | O=c1ccc(-c2ccccc2)nn1Cc1ccc(Cl)cc1 | 9 | -4% | -9
50 | CC(C)C[C@H]1COCCS(=O)(=O)N1Cc1cccc(C(F)(F)F)c1 | -19 | -2% | -8
51 | CN1C[C@H]2CON(C)[C@H]2C[C@H]1c1cccc(N2CCOCC2)c1 | -1 | -6% | -13
52 | O=C(OCc1ccccc1)N1CCC2CC1c1cc(-c3ccc4c(c3)OCO4)ccc12 (stereo not given) | -4 | -91% | -7
53 | CC(=O)Nc1ccc(SC(Sc2ccc(NC(C)=O)cc2)c2ccccc2)cc1 | 0 | 3% | -4
54 | O=c1[nH]c(N2CCOCC2)cc2ccccc12 | 9 | 7% | -27
55 | O=C1COc2cc(O)ccc21 | 5 | 1% | 8

# (more compounds)
item | Molecule | KCNH2 WT inh | TCR activator | Giardia killer
56 | N#C/C(=C/C1=C(N2CCOCC2)C(=C/c2cccc([N+](=O)[O-])c2)/CC1)C(=O)Nc1ccccc1F | -7 | -3% | -24
57 | CCOC(=O)N1CCN(C(=O)CSCC(=O)N=c2sc3cc(OC)ccc3n2C)CC1 | -9 | 1% | 37[activator]
58 | O=C(O)CC1c2ccccc2CCN1S(=O)(=O)c1ccccc1 (stereo not given) | 5 | -3% | 8
59 | O=C1OC(c2ccc(O)cc2)(c2ccccc2O)c2ccccc21 (stereo not given) | 0 | -1% | -3
60 | O=C(NCc1ccccn1)C1Nc2ccc(OC(F)(F)F)cc2C2C=CCC12 (stereo not given) | -8 | -2% | ?
61 | OC(CC(O)c1ccccc1)c1ccccc1 (stereo not given) | 5 | 5% | -19
62 | CCCNC(=O)C1(CC2CC(c3ccccc3)=NO2)CCN(C(=O)c2cc(OCC)c(OCC)c(OCC)c2)CC1 (stereo not given) | 1 | -3% | 12
63 | COc1ccc(-c2csc(NC(CO)c3nc4ccccc4n3Cc3ccc(C)cc3)n2)cc1 (stereo not given) | -6 | 3% | ?
64 | CCCN(CC)c1ncnc2[nH]ncc12 | -1 | 3% | -12
65 | CCOC(=O)/C=C1/SCC(=O)N1CCOc1cccc(Br)c1 | -12 | 0% | -23
66 | CC(C)(C)OC(=O)N(CCc1ccccc1)Cc1cccc(OCc2cccc(NC(=O)/C=C/c3ccccc3)c2)c1 | -14 | -8% | -5
67 | O=C(CN1CCN(C(C(=O)Nc2cc(C(F)(F)F)ccc2Cl)c2ccccc2)CC1)NC1CC1 (stereo not given) | -7 | 2% | 19
68 | CCN(C(=O)CSc1nc2cc(C(=O)O)ccc2c(=O)n1-c1ccccc1F)C1CCS(=O)(=O)C1 (stereo not given) | 3 | -11% | 17
69 | Cc1ccc(NC(=S)NCCc2ccc(S(N)(=O)=O)cc2)c(C)c1 | -3 | -26% | -6
70 | O=C1c2cccc3cccc(c23)C(=O)N1CC1CCN(S(=O)(=O)c2ccccc2)CC1 | 3 | -3% | -12

# The results go on:
item | Molecule | KCNH2 WT inh | TCR activator | Giardia killer
71 | Cn1c(=O)[nH]c(=O)c2[nH]c(CO)nc21 | 30 | 8% | -5
72 | CCCC(=O)Nc1ccc(S(=O)(=O)Nc2nccs2)cc1 | -5 | -2% | -10
73 | O=[N+]([O-])c1ccc(COc2ccc(CN3CCOCC3)cc2)cc1 | 11 | -2% | -8
74 | COC(=O)C(CC(=O)CNC(=O)c1ccccc1)NC(=O)c1ccccc1 (stereo not given) | -6 | 4% | -9
75 | O=P1(NC2CCCCC2)OCC2(CO1)COP(=O)(NC1CCCCC1)OC2 (stereo not given) | 3 | -2% | 5
76 | CCCC/C=C1/CCC(CN(C)C)C1=O (stereo not given) | -12 | 6% | 12

# Some of the entries above in another layout:
# The line under a structure holds: KCNH2 WT inh, TCR activator, Giardia killer
53	CC(=O)Nc1ccc(SC(Sc2ccc(NC(C)=O)cc2)c2ccccc2)cc1
    0, 3%, -4
54	O=c1[nH]c(N2CCOCC2)cc2ccccc12
    9, 7%, -27
55	O=C1COc2cc(O)ccc21
    5, 1%, 8
56	N#C/C(=C/C1=C(N2CCOCC2)C(=C/c2cccc([N+](=O)[O-])c2)/CC1)C(=O)Nc1ccccc1F
    -7, -3%, -24
57	CCOC(=O)N1CCN(C(=O)CSCC(=O)N=c2sc3cc(OC)ccc3n2C)CC1
    -9, 1%, 37[activator]
58	O=C(O)CC1c2ccccc2CCN1S(=O)(=O)c1ccccc1 (stereo not given)
    5, -3%, 8
59	O=C1OC(c2ccc(O)cc2)(c2ccccc2O)c2ccccc21 (stereo not given)
    0, -1%, -3
60	O=C(NCc1ccccn1)C1Nc2ccc(OC(F)(F)F)cc2C2C=CCC12 (stereo not given)
    -8, -2%, ?
61	OC(CC(O)c1ccccc1)c1ccccc1 (stereo not given)
    5, 5%, -19
62	CCCNC(=O)C1(CC2CC(c3ccccc3)=NO2)CCN(C(=O)c2cc(OCC)c(OCC)c(OCC)c2)CC1 (stereo not given)
    1, -3%, 12
63	COc1ccc(-c2csc(NC(CO)c3nc4ccccc4n3Cc3ccc(C)cc3)n2)cc1 (stereo not given)
    -6, 3%, ?
64	CCCN(CC)c1ncnc2[nH]ncc12
    -1, 3%, -12
65	CCOC(=O)/C=C1/SCC(=O)N1CCOc1cccc(Br)c1
    -12, 0%, -23
66	CC(C)(C)OC(=O)N(CCc1ccccc1)Cc1cccc(OCc2cccc(NC(=O)/C=C/c3ccccc3)c2)c1
    -14, -8%, -5
67	O=C(CN1CCN(C(C(=O)Nc2cc(C(F)(F)F)ccc2Cl)c2ccccc2)CC1)NC1CC1 (stereo not given)
    -7, 2%, 19
68	CCN(C(=O)CSc1nc2cc(C(=O)O)ccc2c(=O)n1-c1ccccc1F)C1CCS(=O)(=O)C1 (stereo not given)
    3, -11%, 17
69	Cc1ccc(NC(=S)NCCc2ccc(S(N)(=O)=O)cc2)c(C)c1
    -3, -26%, -6
70	O=C1c2cccc3cccc(c23)C(=O)N1CC1CCN(S(=O)(=O)c2ccccc2)CC1
    3, -3%, -12
71	Cn1c(=O)[nH]c(=O)c2[nH]c(CO)nc21
    30, 8%, -5
72	CCCC(=O)Nc1ccc(S(=O)(=O)Nc2nccs2)cc1
    -5, -2%, -10
73	O=[N+]([O-])c1ccc(COc2ccc(CN3CCOCC3)cc2)cc1
    11, -2%, -8

# The list is partial (hit frequency here may not be typical).
